# PI4K2A block: PI4K2A (human) kinase inhibition; Q9BTU6; purified PI4K2A, ADP-Glo luminescence, 1 h; stronger effect = lower value; activity change, negative = inhibition, % at 76.9 µM; 420,000 tested, 0.13% active; in the data active means activity change below about -50%; inconclusive means mostly about -30% to -49%;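 further: -100% = wells without enzyme as full effect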
#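 Compounds are screened against recombinant PI4K2A using PI as substrate and ATP, the latter dispensed at 300 microM. Reactions run one hour at ambient temperature before ADP-Glo detection; full inhibition defined by wells lacking enzyme.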
# PGK inhibitor: blocks T. brucei phosphoglycerate kinase; PGK/GAPDH coupled, Kinase-Glo luminescence, 60 min; P07378; 380,000 tested, 0.043% active; Potency, µM (titrated, usually from 57.5 µM), for the others: at the highest dose activity change, negative = inhibition, most hits filed as inhibitors; further: potency means the concentration at half of the fitted maximal effect; on the % scale 0 is the no-effect control and ±100 the full control effect; nearly all actives have a fitted effect of over 60% in size
#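 Recombinant glycosomal PGK reaction used 1,3-bisphosphoglycerate generated in-well by GAPDH (100nM final) in 100mM TEA pH 7.6, 5mM MgCl2, 0.01% Tween-20. After 60 minutes at room temperature, ATP was read by Kinase-Glo Plus luminescence end-point.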
# Pin1 inhibitor: human Pin1 inhibition. Pin1 FP peptide displacement, HiFluor488, 10 min. AID 504891. Potency, µM (highest dose often 115 µM), inactives show top-dose activity, negative = inhibition, most hits filed as inhibitors. 390,000 tested, 0.009% active; active means well fitted inhibition curve with a large enough effect in the polarisation, with a control signal flat, not every such curve was filed as active; inconclusive means small, poorly fitted or top-dose-only effect, or effect the other way, or a change in a side signal; inactive means no such curve, though single readings can be large or run the other way; the % refers to the polarisation; further: potency means the concentration at half of the fitted maximal effect; on the % scale 0 is the no-effect control and ±100 the full control effect
# G9a block: inhibitors of human histone lysine methyltransferase G9a | Q96KQ7 | G9a H3K9 monomethylation, AlphaScreen, 2 h | Potency, µM (titrated, usually from 102 µM), for inactives: at the highest dose activity, negative = inhibition, hits mostly inhibitors | 350,000 tested, 8.8% active | AID 504332; further: potency means the concentration at half of the fitted maximal effect; on the % scale 0 is the no-effect control and ±100 the full control effect; nearly all actives have a fitted effect of over 75% in size
# Target sequence (Q96KQ7 913-1193 limits assumed): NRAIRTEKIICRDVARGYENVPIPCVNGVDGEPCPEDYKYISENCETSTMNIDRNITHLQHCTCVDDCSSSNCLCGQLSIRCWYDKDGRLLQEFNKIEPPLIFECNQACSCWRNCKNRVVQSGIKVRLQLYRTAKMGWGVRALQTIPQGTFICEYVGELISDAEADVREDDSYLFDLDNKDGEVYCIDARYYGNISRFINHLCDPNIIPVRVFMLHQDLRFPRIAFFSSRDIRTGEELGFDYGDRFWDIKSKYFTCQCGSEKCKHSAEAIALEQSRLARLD
#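 Methyltransferase reactions run at room temperature for 2 h (20 nM enzyme, 500 nM biotin-H3K9 peptide, 20 uM SAM) after a 15 min compound preincubation; product detected by AlphaScreen beads and anti-H3K9me1 antibody.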
# BAZ2B block: blocks human BAZ2B. Q9UIF8. AlphaScreen BAZ2B-H3K14Ac peptide displacement. Potency, µM (highest dose often 114 µM), without a hit: at the highest dose activity change, negative = inhibition, hits mostly inhibitors. 360,000 tested, 4.4% active. AID 504333; further: potency means the concentration at half of the fitted maximal effect; on the % scale 0 is the no-effect control and ±100 the full control effect; nearly all actives have a fitted effect of over 60% in size
#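 BAZ2B 50 nM plus b-H3(5-23)K14Ac 50 nM, PBS pH 7.4/0.01% Tween-20, 30 min RT; compound added (max 110 uM), 30 min RT; streptavidin donor/Ni-chelate acceptor beads 10 ug/mL final, 20 min dark; AlphaScreen read.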
# JMJD2A Tudor inh: blocks the human JMJD2A Tudor domain; AlphaScreen JMJD2A-Tudor / H3K4me3 peptide binding; Potency, µM (top dose mostly 114 µM), for inactives: at the highest dose activity change, negative = inhibition, most hits filed as inhibitors; 390,000 tested, 4.4% active; further: potency means the concentration at half of the fitted maximal effect; on the % scale 0 is the no-effect control and ±100 the full control effect; nearly all actives have a fitted effect of over 50% in size
# GLS inh: inhibitors of human glutaminase (GLS); O94925; GLS enzymatic activity, qHTS titration; Potency, µM (top dose mostly 45.5 µM), inactives show at the top dose activity change, negative = inhibition, hits mostly inhibitors; 410,000 tested, 0.21% active; further: potency means the concentration at half of the fitted maximal effect; on the % scale 0 is the no-effect control and ±100 the full control effect
# Target sequence (O94925 whole entry, looked up): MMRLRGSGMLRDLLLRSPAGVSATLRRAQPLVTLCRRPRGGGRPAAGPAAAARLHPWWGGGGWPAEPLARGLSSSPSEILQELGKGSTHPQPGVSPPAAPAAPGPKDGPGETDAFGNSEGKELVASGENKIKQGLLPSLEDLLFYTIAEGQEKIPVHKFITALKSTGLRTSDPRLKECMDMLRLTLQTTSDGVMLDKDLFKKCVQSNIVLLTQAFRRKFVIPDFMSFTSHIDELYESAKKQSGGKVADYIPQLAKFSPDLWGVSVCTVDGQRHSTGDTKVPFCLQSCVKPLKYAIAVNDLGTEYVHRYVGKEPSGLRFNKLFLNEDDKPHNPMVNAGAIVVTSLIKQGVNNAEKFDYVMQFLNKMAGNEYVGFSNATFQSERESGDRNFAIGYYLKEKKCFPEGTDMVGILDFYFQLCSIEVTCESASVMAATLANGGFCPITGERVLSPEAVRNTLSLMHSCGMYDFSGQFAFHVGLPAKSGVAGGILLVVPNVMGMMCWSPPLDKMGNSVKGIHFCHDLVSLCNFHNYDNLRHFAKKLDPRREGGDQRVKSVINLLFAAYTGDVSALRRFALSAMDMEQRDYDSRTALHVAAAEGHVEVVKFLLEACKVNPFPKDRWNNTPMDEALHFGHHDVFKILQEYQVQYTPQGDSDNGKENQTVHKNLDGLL
#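 Coupled fluorescence readout: glutamate oxidase/HRP/Amplex Red detect glutamate formed by hKGA from L-glutamine (1 mM solution added). Buffer 45 mM KH2PO4 pH 8.2, 0.02% Tween-20; reads at t0 and 30 min RT.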
# HP1b binding inh: inhibitors of HP1-beta chromodomain binding to methylated histone tails. 390,000 tested, 0.56% active. P83916. AlphaScreen HP1-beta / biotin-H3K9me3 peptide binding. AID 540317. Potency, µM (top dose mostly 114 µM), inactives show at the highest dose activity change, negative = inhibition, hits mostly inhibitors; further: potency means the concentration at half of the fitted maximal effect; nearly all actives have a fitted effect of over 70% in size; inactives centre near 23
#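 AlphaScreen: HP1-beta (50 nM) preformed 30 min with biotin-H3(1-18)K9me3 peptide (50 nM) in PBS pH 7.4, 0.01% Tween-20. Compound added for 30 min at RT, then streptavidin donor/nickel chelate acceptor beads (10 ug/mL) for 30 min.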
# POLH inh: inhibitors of human DNA polymerase eta | Q9Y253 | recombinant Pol eta, fluorescent DNA replication assay | Potency, µM (series often up to 114 µM), for inactives: at the top dose activity change, negative = inhibition, actives largely listed as inhibitors | 390,000 tested, 1.2% active | AID 588591; further: potency means the concentration at half of the fitted maximal effect; on the % scale 0 is the no-effect control and ±100 the full control effect
#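 Pol eta (10 nM) was preincubated with compounds for 15 min at room temperature, after which fluorescent replication substrate (50 nM final) was added to start the reaction. Fluorescence was read kinetically at 0 and 10 min.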
# Starred values were filed as active, the others as inactive; i = inactive; ? = inconclusive; · = not tested or not shown; [ ] = remark or other dose. Unless noted, the call rests on the fitted dose curve; in most records, active means well fitted curve in the direction sought with a large enough effect; inconclusive means small, poorly fitted or top-dose-only effect, or another doubt; inactive means no such curve, though single readings can be large; an effect the other way counts as inactive or inconclusive. The list is partial; count on the stated rates, not on these rows.
SMILES	PI4K2A block	PGK inhibitor	Pin1 inhibitor	G9a block	BAZ2B block	JMJD2A Tudor inh	GLS inh	HP1b binding inh	POLH inh
c1ccc(COc2ccccc2CNC23CC4CC(CC(C4)C2)C3)cc1	-1	15%	-3%	38%[activator][12.7 µM]	0%	-17%	-6%	32%	?
C/C(=N/NC(=O)c1cccs1)c1cccs1	-5	i	-6%	28%[59 µM]	-9%	-9%	1%	44%[activator]	-6%
COc1ccc(N2CCN(C(=O)CN3C(=O)NC4(CCCCCC4)C3=O)CC2)cc1	-6	-4%	-2%	?	0%	-27%	25%	22%	-4%
CN(CC(=O)Nc1ccccc1Cl)C1CCS(=O)(=O)C1 (centres undefined)	-4	-6%	-2%	0%[12.7 µM]	11%	3%	0%	37%	-6%
CCC(CC)C(=O)N1CC(=O)Nc2ccc(F)cc2C1c1ccccc1 (centres undefined)	0	·	1%	25%	-1%	-11%	11%	36%	-11%
Cc1cccnc1Nc1nc(-c2ccc(O)cc2O)cs1	-13	-2%	-5%	6.3µM*	?	14µM*	42%[activator]	-34%	-17%
CC(=O)c1ccc(NC(=O)CSC2=Nc3ccccc3N=C(c3ccc(F)cc3)C2)cc1	0	-10%	1%	5%[59 µM]	-11%	-11%	5%	18%[57 µM]	-14%
c1ccc(-c2csc(N3CCc4ccccc4C3)n2)cc1	2	-1%	14%	·	2%	-12%	0%	61%	-5%
CC(C)C(c1nnnn1Cc1ccccc1)N(CCCO)Cc1cc2cc3c(cc2[nH]c1=O)OCO3 (centres undefined)	-1	-1%	-29%	-9%[59 µM]	-8%	-5%	13%	14%	-5%
CCOc1ccc(CNC(=O)c2ccc(Sc3ccc(C)cc3)c(N)c2)cc1OC	-2	6%	2%	-1%[59 µM]	?	?	8%	19%	-16%
CC(C)OC(=O)N(C)C[C@@H]1OCc2ccccc2-c2c(n(C)c3ccccc23)C(=O)N([C@@H](C)CO)C[C@H]1C	-4	0%	·	·	·	·	0%	·	-6%
S=C(NCc1ccccc1)NCc1ccccn1	-5	-5%	2%	-4%	-15%	-5%	-4%	20%	-8%
C/C(=N\NC(=O)CC1(C)OCCO1)c1cccs1	-1	-1%	0%	34%[59 µM]	2%	-3%	11%	22%	-2%
COc1ccc(SC[C@H](C)CN2CC[C@H](NC(=O)OCc3ccccc3)CCC2=O)cc1	-2	9%	7%	·	·	?	9%	30%	-15%
O=C(O)COc1ccccc1/C=N/NC(=O)C(O)c1ccccc1 (centres undefined)	-1	-9%	-1%	-13%	-7%	-5%	1%	61%[activator]	-10%
CCN(CC)c1ccc(NS(=O)(=O)c2ccc(-c3coc(C)n3)cc2)c(C)c1	5	-8%	?	11µM*	13µM*	25µM*	9%	?	-13%
CC(NC(=O)Nc1ccc(Cl)cc1)c1ccc2c(c1)OCO2 (centres undefined)	-5	-2%	0%	?	-18%	-9%	-1%	18%	-12%
COc1ccc(C(=O)N2CCCC(O)C2)cc1OC1CCN(C(C)C)CC1 (centres undefined)	2	3%	0%	15%	0%	2%	4%	23%	-26%
COc1cccc(-c2sc3ccccc3c2-c2ccc(OCCN3CCCC3)cc2)c1	0	0%	?	·	·	45µM*	-2%	?	-10%
CC1=NNC(=O)C1C(c1cccc(O)c1)C(C#N)C#N (centres undefined)	-2	-1%	-1%	·	-5%	3%	-1%	29%	-7%
Cn1c(=O)c2c(ncn2CC(COCc2ccc(Cl)cc2)OCc2ccc(Cl)cc2)n(C)c1=O (centres undefined)	-1	-5%	0%	27%[12.7 µM]	-3%	-13%	3%	29%	-20%
CCCC(=O)Nc1ccccc1NC(=O)c1cc(OC)c(OC)c(OC)c1	-9	4%	1%	89µM*	4%	-6%	0%	37%	8%
N#C/C(=C(/O)Cc1cccc2ccccc12)c1nc2ccccc2s1	-8	-7%	-9%	39%[12.7 µM]	-10%	-13%	-8%	32%	-13%
O=c1c2ccccc2c(/C=N/c2nnc(Cc3ccccc3)s2)c(O)n1-c1ccc(Cl)cn1	32	0%	?	?	-5%	-24%	17%	-23%[57 µM]	3%
Cc1cc(C(=O)OCC(=O)NC(C)C)c(C)o1	4	11%	8%	9%	11%	6%	-4%	17%	4%
Cc1ccc2oc(C(=O)NCc3ccccc3)cc(=O)c2c1	-2	-5%	10%	27%	-1%	-20%	3%	80%[activator]	4%
COc1ccc(OC)c(Nc2ncnc3c2cnn3-c2cccc(Cl)c2)c1	-2	9%	0%	10%[59 µM]	-2%	-10%	5%	17%	-11%
O=C(OCC(=O)N1CCc2ccccc21)c1c2c(nc3ccccc13)CCCC2	-2	18%	19%	?	-21%	-23%	-1%	27%	-7%
CCOC(=O)Cc1csc(NC(=O)C(CC(C)C)NC(=O)C2CCCCC2)n1 (centres undefined)	-3	-2%	-3%	7%[59 µM]	-22%	-9%	-1%	30%	0%
CCC(=O)N(CCC(c1ccco1)c1ccccc1OC)Cc1cccs1 (centres undefined)	-3	-3%	18%	?	-31%	-9%	·	8%	?

# Some of the entries above in another layout:
PI4K2A block | PGK inhibitor | Pin1 inhibitor | G9a block | BAZ2B block | JMJD2A Tudor inh | GLS inh | HP1b binding inh | POLH inh | Molecule
32 | 0% | ? | ? | -5% | -24% | 17% | -23%[57 µM] | 3% | O=c1c2ccccc2c(/C=N/c2nnc(Cc3ccccc3)s2)c(O)n1-c1ccc(Cl)cn1
4 | 11% | 8% | 9% | 11% | 6% | -4% | 17% | 4% | Cc1cc(C(=O)OCC(=O)NC(C)C)c(C)o1
-2 | -5% | 10% | 27% | -1% | -20% | 3% | 80%[activator] | 4% | Cc1ccc2oc(C(=O)NCc3ccccc3)cc(=O)c2c1
-2 | 9% | 0% | 10%[59 µM] | -2% | -10% | 5% | 17% | -11% | COc1ccc(OC)c(Nc2ncnc3c2cnn3-c2cccc(Cl)c2)c1
-2 | 18% | 19% | ? | -21% | -23% | -1% | 27% | -7% | O=C(OCC(=O)N1CCc2ccccc21)c1c2c(nc3ccccc13)CCCC2
-3 | -2% | -3% | 7%[59 µM] | -22% | -9% | -1% | 30% | 0% | CCOC(=O)Cc1csc(NC(=O)C(CC(C)C)NC(=O)C2CCCCC2)n1 (centres undefined)
-3 | -3% | 18% | ? | -31% | -9% | · | 8% | ? | CCC(=O)N(CCC(c1ccco1)c1ccccc1OC)Cc1cccs1 (centres undefined)

# Compound profiles, as listed above.
# O=c1c2ccccc2c(/C=N/c2nnc(Cc3ccccc3)s2)c(O)n1-c1ccc(Cl)cn1 in the list: PI4K2A block: 32; PGK inhibitor: 0%; Pin1 inhibitor: ?; G9a block: ?; BAZ2B block: -5%; JMJD2A Tudor inh: -24%; GLS inh: 17%; HP1b binding inh: -23%[57 µM]; POLH inh: 3%
# Cn1c(=O)c2c(ncn2CC(COCc2ccc(Cl)cc2)OCc2ccc(Cl)cc2)n(C)c1=O (centres undefined) in the list: PI4K2A block: -1; PGK inhibitor: -5%; Pin1 inhibitor: 0%; G9a block: 27%[12.7 µM]; BAZ2B block: -3%; JMJD2A Tudor inh: -13%; GLS inh: 3%; HP1b binding inh: 29%; POLH inh: -20%

# Additional entries follow.
# Assay codes: A = PI4K2A block; B = PGK inhibitor; C = Pin1 inhibitor; D = G9a block; E = BAZ2B block; F = JMJD2A Tudor inh; G = GLS inh; H = HP1b binding inh; I = POLH inh
mol: O=C(O)c1ccccc1CSc1nc2ccccc2n1Cc1ccccc1C(=O)O
  A = 3; B = -1%; C = -8%; D = ?; E = -2%; F = -17%; G = 0%; H = -3%; I = -19%

mol: CC(=O)NN1C(=O)/C(=C/c2ccc(C(C)C)cc2)SC1=S
  A = 10; B = -2%; C = 0%; D = -21%[59 µM]; E = 45µM*; F = -35%; G = -15%; H = ?; I = -9%

mol: COC1CCN(C(=O)CC2C(=O)NCCN2CC(C)(C)C)CC1 (centres undefined)
  A = 1; B = -3%; C = -1%; D = ?; E = 2%; F = -19%; G = 4%; H = 23%; I = 5%

mol: COc1ccc(CCNC(=O)c2cc(S(=O)(=O)N3CCC4(CC3)OCCO4)ccc2F)cc1OC
  A = -16; B = -6%; C = -2%; D = 35%; E = 3%; F = -6%; G = -6%; H = 45%[activator]; I = -6%

mol: CC1=C(C)/C(=N\OS(=O)(=O)c2ccc(C)cc2)C=CC1=O
  A = -3; B = -6%; C = -1%; D = 20µM*; E = 25µM*; F = 56µM*; G = 5%; H = ?; I = -10%

mol: CCOc1ccc(-c2nnc(SCC(=O)NC3CCCCC3)nc2-c2ccc(OCC)c(OC)c2)cc1OC
  A = -2; B = -2%; C = -3%; D = -2%[59 µM]; E = -39%; F = -7%; G = -25%; H = -7%; I = -17%

mol: O=C(Oc1nsnc1N1CCCCC1)N1CCOCC1
  A = -17; B = -2%; C = -1%; D = 4%[59 µM]; E = 1%; F = -3%; G = 9%; H = 12%; I = -2%

mol: O=C(NCCn1cc(SCc2ccc(Br)cc2)c2ccccc21)c1cccs1
  A = 17; B = i; C = 15%; D = 36%[activator][59 µM]; E = 10%; F = -18%; G = -1%; H = 80%[activator]; I = -23%

mol: COCC(C)n1c(SCC(=O)Nc2c(C)n(C)n(-c3ccccc3)c2=O)nc2ccccc2c1=O (centres undefined)
  A = -3; B = -4%; C = 7%; D = ·; E = ·; F = -15%; G = -1%; H = 25%; I = 0%

mol: CCOc1ccc(-n2cc(C(=O)Nc3cccc(OC)c3)c3cc(OC)c(OC)cc3c2=O)cc1
  A = -6; B = -2%; C = 31%[activator]; D = ?; E = -24%; F = -34%; G = -22%; H = 8%; I = -11%

# Assay outcomes deposited in PubChem BioAssay by National Center for Advancing Translational Sciences (NCATS).
